H9c2 protect = cardioprotection against H2O2-induced cell death, primary screen, uHTS, H9c2 cells, ATPLite luminescence; protection from H2O2 cell death, % at 20 µM; 360,000 tested, 0.63% active; H9c2 cardiomyocytes, H2O2 injury protection, 2 h;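 active means compounds giving at least 50% protection of heart cells from peroxide-induced death in the single-dose screen, raw or plate-pattern-corrected value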;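 further: 0% = DMSO wells with peroxide and 100% = DMSO wells without peroxide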
m5-HT2A agonist = mouse Htr2a agonists via beta-arrestin recruitment, primary screen, cell-based, luminescence. 5-hydroxytryptamine receptor 2A (Mus musculus), P35363. CHO-K1 mHTR2A beta-arrestin complementation; percent of 30 µM serotonin response. activation, % at 7.6 µM. 360,000 tested, 0.66% active;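 active means activation above a run cutoff, the mean activation of all tested compounds plus 3 SD, cut at about 14% in these data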;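 further: 0% = plate median of compound wells and 100% = 30 µM serotonin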
MC4R ag barr = MC4R agonists recruiting beta-arrestin, primary screen, cell-based, luminescence, agonist arm of biased-ligand search. 360,000 tested, 0.98% active. U2OS MC4R beta-arrestin complementation; percent of melanotan II response, DMSO zero. activation, % at 8.9 µM. Melanocortin receptor 4 (Homo sapiens), P32245. AID 540308, 2011;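 active means activation above a per-plate cutoff, the mean activation of sample wells on that plate plus 3 SD, cut at about 8% in these data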
Target sequence (P32245 whole entry, looked up): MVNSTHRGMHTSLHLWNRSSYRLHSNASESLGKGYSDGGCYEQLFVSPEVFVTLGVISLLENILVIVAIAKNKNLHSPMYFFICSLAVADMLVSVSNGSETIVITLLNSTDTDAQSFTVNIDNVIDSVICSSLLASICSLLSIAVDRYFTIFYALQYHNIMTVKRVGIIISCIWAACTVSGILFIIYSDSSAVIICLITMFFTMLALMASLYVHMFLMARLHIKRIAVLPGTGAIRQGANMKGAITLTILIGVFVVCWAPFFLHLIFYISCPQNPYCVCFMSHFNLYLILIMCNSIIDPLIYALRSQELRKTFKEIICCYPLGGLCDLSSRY
ABHD5-PLIN5 inh = ABHD5-PLIN5 interaction inhibitors, primary screen, cell lysate, split luciferase complementation, luminescence. Split G. princeps luciferase complementation, 4 h. inhibition, % at 4 µM. Perilipin-5 (Homo sapiens) + 1-acylglycerol-3-phosphate O-acyltransferase ABHD5 (Homo …. 360,000 tested, 0.78% active;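 active means inhibition above the mean inhibition across every tested compound plus 3 SD, cut at about 22% in these data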;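 further: 0% = DMSO only wells and the 100% control is not disclosed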
ABCB6 inh 2 = ABCB6 transporter inhibitors, primary screen, K562-ABCB6 cells, flow cytometry, MLPCN library | ATP-binding cassette sub-family B member 6 (Homo sapiens), Q9NP58 | K562-ABCB6 porphyrin accumulation, 1 h; stronger effect = lower value | fluorescence ratio to DMSO, % at 10 µM | 360,000 tested, 0.19% active | AID 602162, 2011;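 active means fluorescence ratio to DMSO below 75%, the collection mean minus 3 SD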;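 further: signal is porphyrin accumulated inside mitochondria; 100% equals median channel fluorescence of DMSO control wells; lower ratio means ABCB6 inhibition with less porphyrin fluorescence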
PDI inh = inhibitors of human PDI, primary screen, biochemical, turbidity, single point, plate reader; PDI insulin aggregation turbidity, A650, 90 min; inhibition, % at 10 µM; 350,000 tested, 0.052% active; AID 588391, 2011;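 active means mean inhibition across replicates of 30% or more, whatever share of single replicates reach that level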;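 further: absorbance from insulin aggregation driven by PDI reduction with DTT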
Target sequence (P07237 whole entry, looked up): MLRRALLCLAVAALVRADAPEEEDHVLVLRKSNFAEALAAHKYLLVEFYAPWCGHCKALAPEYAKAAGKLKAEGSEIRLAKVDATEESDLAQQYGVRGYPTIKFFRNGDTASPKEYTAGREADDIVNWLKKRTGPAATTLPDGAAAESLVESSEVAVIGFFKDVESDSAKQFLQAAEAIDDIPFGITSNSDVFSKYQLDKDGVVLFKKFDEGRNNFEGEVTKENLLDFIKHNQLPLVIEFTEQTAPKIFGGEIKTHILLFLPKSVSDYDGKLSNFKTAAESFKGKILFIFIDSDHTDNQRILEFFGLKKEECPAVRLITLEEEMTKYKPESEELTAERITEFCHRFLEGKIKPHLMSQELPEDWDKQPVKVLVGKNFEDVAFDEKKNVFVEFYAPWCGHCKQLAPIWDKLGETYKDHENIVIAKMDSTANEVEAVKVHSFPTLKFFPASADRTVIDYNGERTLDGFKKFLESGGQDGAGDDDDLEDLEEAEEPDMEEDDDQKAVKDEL
N-glyco inh = increase of ERlucT glycosylation luciferase signal, primary screen, N-linked glycosylation inhibitor project, D54 ERlucT cells, luminescence, set 2. D54 ERlucT glycosylation luciferase reporter, 24 h; percent of 100 nM tunicamycin response. reporter increase, % at 12.5 µM. 360,000 tested, 0.23% active. AID 588692, 2011;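 active means mean luciferase reporter signal, scaled so untreated is 0 and the glycosylation-blocking control 100, at or above a set limit in every replicate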;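 further: luciferase carries N-glycosylation sites so blocking glycosylation raises the light; 0% = median of neutral control wells and 100% = median of 100 nM tunicamycin wells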
Granule exo inh = LAMP-1 surface exposure blockers, TALL-104 cells – cell-based, flow cytometry, MLPCN library, primary screen; TALL-104 LAMP-1 surface exposure; cells stimulated with thapsigargin and PMA; inhibition, % at 10 µM; 360,000 tested, 0.66% active; AID 651702, 2012;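 active means inhibition above about 55%, limit read from the data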
CaV13 ICDI inh = Disruptors of the CACNA1D IQ motif to Ca2+-dependent inactivation inhibitor domain association, primary screening, Förster resonance energy transfer in intact living …; 340,000 tested, 0.098% active; AID 743397; inhibition, % at 12.3 µM; HEK cells, CFP/YFP FRET ICDI-IQ, plate reader, 10 min; percent FRET-ratio fall versus neutral wells;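 active means mean replicate inhibition of at least 30% and at least 1% of replicates passing that level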;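 further: 0% = median of the neutral control wells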
MC4R antagonist = MC4R antagonists of cAMP signaling, primary screen, cell-based, TR-FRET, antagonist arm of biased-ligand search. MC4R-expressing cells, MTII-stimulated cAMP, LANCE TR-FRET. inhibition, % at 6.5 µM. 360,000 tested, 0.48% active. AID 540295, 2011;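 active means inhibition above its plate's cutoff, the mean of tested wells on that plate plus 3 SD, cut at about 29% in these data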;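 further: 0% = Melanotan II alone and 100% = Melanotan II plus saturating MCL0020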
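Material: human MC4R-expressing U2OS cells. Probe or stimulus: Melanotan II challenge. Dosing: 6.5 µM single dose. Times: 30-min compound, 1-h challenge, 1-h detection, room temperature. Technique: TR-FRET with Eu-cAMP and labeled anti-cAMP, 671 nm. Replication: singlicate.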
Starred values were filed as active, the others as inactive; · = no result given; & = joins results of further samples; ! = not active in a repeat. Random draw from the library. About 4.2% of those tested had a hit in this group.

SMILES | H9c2 protect | m5-HT2A agonist | MC4R ag barr | ABHD5-PLIN5 inh | ABCB6 inh 2 | PDI inh | N-glyco inh | Granule exo inh | CaV13 ICDI inh | MC4R antagonist
CC(C)S(=O)(=O)C1=NSC2=NC(=O)/C(=C\c3ccc(-c4ccccc4)o3)C(=N)N21 | -5.2 | 4.3 | 1.9 | -5.8 | 95.0 | -10.0 | 1.7 | 16.2 | -12.1 | 8.3
COc1ccc(NC(=O)c2cc(-c3ccc(C)o3)nc3ccccc23)cc1 | -5.2 | -5.6 | 9.5* | 13.8 | 97.0 | 1.3 | 4.6 | 13.2 | -5.0 | 7.1
COC(=O)c1ccc(OCC(=O)c2ccc(O)cc2O)cc1 | -14.9 | -2.3 | 0.2 | -2.1 | 96.0 | -0.8 | 1.2 | -4.7 | -4.0 | 3.5
Cc1onc(-c2c(Cl)cccc2Cl)c1C(=O)N[C@@H]1C(=O)N2[C@@H]1SC(C)(C)[C@@H]2C(=O)O | 9.2&0.3 | -0.5&1.5 | 1.2&0.0 | -5.2&-2.9 | 116.0&100.0 | -3.0&-25.4 | 31.0*! | 23.3&-3.8 | -4.9&-4.7 | 1.6&15.3
CCN1C(=O)[C@H]2[C@H]3CN=C(SCc4ccc(C(=O)OC)cc4)N3[C@@](CC)(C(=O)OC)[C@H]2C1=O | 3.3 | 6.0 | -0.1 | 3.4 | 96.0 | 7.0 | 1.6 | -3.0 | -4.8 | -0.8
Oc1ccc(-c2nc(=S)[nH][nH]2)cc1 | 3.4 | 13.2 | -1.3 | -10.8 | 99.0 | 1.2 | 1.7 | 1.5 | · | 2.0
COc1ccccc1S(=O)(=O)Nc1cc(C)nn1-c1ccc(C)cc1 | -3.7 | 12.4 | 1.1 | 1.9 | 91.0 | -55.3 | 0.8 | -14.7 | -4.6 | 0.3
CC1CCN(C(=O)CC(NC(=O)c2ccccc2Cl)c2ccccc2)CC1 (centres undefined) | 1.9 | 8.4 | -1.9 | 5.4 | 98.0 | 0.2 | 0.3 | 0.0 | -7.6 | -3.8
N#Cc1ccsc1NC(=O)C1CCN(S(=O)(=O)c2cccs2)CC1 | -7.1 | -3.6 | -2.9 | -6.9 | 97.0 | 12.8 | -2.5 | -2.7 | -6.5 | 2.8
CC(NC(=O)CN(C)S(=O)(=O)c1cnc[nH]1)c1ccccc1 (centres undefined) | 4.4 | -2.5 | -0.7 | -3.3 | 102.0 | 0.8 | 0.3 | -9.6 | 6.8 | -0.5
O=C(c1cnn(C(=O)c2ccco2)c1)c1cc(Cl)cc(Cl)c1O | 2.5 | -5.5 | 0.9 | 0.1 | 103.0 | -8.5 | -0.5 | -0.8 | -5.3 | 23.4
Cc1ccc(NC2=CC(=O)C(=O)c3ccccc32)c(C)c1 | -28.2 | 1.0 | -3.5 | 3.1 | 102.0 | 2.3 | -20.1 | -2.5 | -6.2 | -10.6
NC(=O)CN1C(=O)C(O)(CC(=O)/C=C\c2ccc3c(c2)OCO3)c2ccccc21 (centres undefined) | 3.6 | -0.8 | -1.1 | 10.9 | 100.0 | 11.5 | 1.3 | -5.1 | -5.2 | 22.8
COc1ccc(C2Nc3ccccc3NC3=C2C(=O)CC(C)(C)C3)c(OC)c1OC (centres undefined) | 3.3 | -2.0 | -0.9 | 5.9 | 98.0 | -4.9 | 0.6 | 10.5 | -27.9 | 2.4
Cc1sc(NC(=O)CSc2nnnn2C)c(C#N)c1C | -1.0 | 2.6 | -0.8 | -7.8 | 110.0 | 0.6 | 0.6 | 2.8 | -2.7 | 9.0
CCN1CCN(C(=O)C(=O)c2cn(CC(=O)N(CC)CC)c3ccccc23)CC1 | 1.4 | -1.4 | -0.2 | 0.1 | 93.0 | 6.1 | 1.6 | -0.9 | -9.6 | -3.4
COC(=O)c1ccccc1N1C(=O)[C@@H]2C(c3ccc(Br)cc3)=NO[C@@H]2C1=O | 4.8 | 0.2 | -0.1 | -1.2 | 100.0 | 2.5 | 0.1 | -1.2 | -1.8 | 3.3
CCOc1ccc(NS(=O)(=O)c2ccc(NC(=S)NC(=O)C(C)C)cc2)cc1 | -14.7 | -1.6 | -0.9 | -9.3 | 86.0 | -16.5 | -1.9 | 4.4 | · | 2.5
COc1ccc(N(C)C(=O)Cc2c(C(=O)O)n(C)c3ccccc23)cc1 | 1.0 | 3.1 | -0.9 | 3.8 | 94.0 | -3.4 | 1.2 | -4.4 | -1.0 | 22.3
c1ccc(-c2ccccc2OCCN2CCCC2)cc1 | 7.4 | -8.6 | -0.5 | -1.3 | 104.0 | -15.9 | 1.3 | -0.4 | -0.9 | 4.6
COC(CC(=O)NNC(=S)Nc1ccc(Cl)cc1)OC | 0.3 | -3.7 | -1.8 | 8.5 | 101.0 | -16.9 | 1.5 | -4.4 | 4.6 | 0.8
CC(NC(=O)c1cccnc1)C(c1ccccc1)N1CCN(C)CC1 (centres undefined) | 4.4 | -0.7 | 1.5 | 7.1 | 102.0 | 2.5 | 1.9 | 2.8 | -6.9 | 7.4
Cn1c(=O)c2cc(S(=O)(=O)NCCC(=O)NCCc3ccc(Cl)cc3)ccc2n(C)c1=O | 4.4 | -0.6 | -1.9 | 9.5 | 101.0 | -3.3 | -0.2 | -3.9 | -8.1 | -0.5
C[C@H]1CN([C@@H](C)CO)C(=O)c2cc(Br)cnc2O[C@@H]1CN(C)C(=O)NC1CCCCC1 | 0.8 | -2.9 | -0.9 | -8.5 | 105.0 | -5.8 | 2.5 | -2.1 | -1.7 | 5.0
Cc1ccc(-c2csc3ncnc(-n4nc(C)cc4N)c23)cc1 | 2.0 | 11.0 | -1.6 | -3.9 | 102.0 | -20.3 | 0.9 | 0.2 | -5.4 | -2.5

Following part
SMILES | H9c2 protect | m5-HT2A agonist | MC4R ag barr | ABHD5-PLIN5 inh | ABCB6 inh 2 | PDI inh | N-glyco inh | Granule exo inh | CaV13 ICDI inh | MC4R antagonist
COc1cc(C(O)P(=O)(OCC(C)C)OCC(C)C)cc(OC)c1OC (centres undefined) | -4.2 | 0.3 | -1.1 | 6.6 | 104.0 | 9.6 | 1.5 | 4.1 | · | -3.7
CCCCNC(=O)C(NC(=O)c1ccc2c(c1)OCO2)C(=O)c1ccccc1 (centres undefined) | · | 2.8 | · | -9.1 | · | · | · | 21.5 | -6.3 | ·
O=c1c2c([nH]n1-c1ccccc1)C[C@@H](C1CCCCC1)O[C@H]2c1ccc(F)cc1 | · | -4.7 | · | -14.8 | 99.0 | · | · | 1.4 | · | ·
COCC(C)N1CCC(Oc2cccc(C(=O)NCCc3ccccc3)c2)CC1 (centres undefined) | 2.2 | -1.3 | -2.1 | 0.5 | 93.0 | 8.9 | -5.1 | -1.5 | -5.5 | -4.4
Cc1[nH]n(-c2ccccc2)c(=O)c1Sc1ccc(Cl)cc1 | 0.3 | 3.0 | 1.3 | -9.1 | 98.0 | -11.0 | 0.3 | 5.5 | -8.2 | -4.4
Cc1cccc(C(=O)O/N=C/c2c(Cl)n(C)c3ccccc23)c1 | -8.4 | -0.9 | 0.4 | -0.1 | 99.0 | -4.7 | 0.1 | -6.0 | -6.9 | 8.9
CC1CCc2c(nc3ncnn3c2NCCc2ccccc2F)C1 (centres undefined) | -16.7 | -0.8 | -1.1 | 5.7 | 99.0 | 8.9 | -5.6 | -0.8 | -2.4 | 7.5
O=C1C(=O)N(Cc2cccs2)c2ccccc21 | 9.1 | 0.3 | -1.1 | 3.7 | 99.0 | 1.3 | 2.5 | 62.2* | -5.1 | 2.5
Cc1ccc(NC2c3ncccc3C(=O)N2Cc2cccs2)cc1 (centres undefined) | 17.6 | -2.0 | -2.2 | 1.3 | 104.0 | -2.9 | 0.6 | 0.2 | -3.4 | 10.3
O=C(NC1CCCC1)C1C(c2ccc(C(F)(F)F)cc2)=Nc2ccccc2N1C(=O)c1cccc2ccccc12 (centres undefined) | · | -4.0 | · | -6.7 | · | · | · | -2.7 | -10.0 | ·
Brc1ccc(-c2nc3ccc(Br)cn3c2Cc2ccccc2)cc1 | -5.8 | -4.9 | · | 2.8 | 105.0 | · | 3.5 | 1.2 | -6.2 | ·
CCCCN1CC(=O)N2[C@H]3c4ccc(OC)cc4OC[C@@H]3[C@H](C(=O)OCC)[C@]2(C)C1=O | 0.4 | -2.8 | 1.5 | -9.6 | 98.0 | -0.4 | 0.9 | -5.9 | -11.8 | 0.7
CCn1c(SCc2cccc(C(=O)O)c2)nnc1-c1ccccc1 | 5.2 | -1.3 | 2.7 | 5.1 | 106.0 | 0.6 | -0.7 | -2.5 | -6.7 | 6.1
O=C(COC(=O)/C=C/c1cn(-c2ccccc2)nc1-c1ccc2c(c1)OCCO2)NC1CCS(=O)(=O)C1 (centres undefined) | 56.8* | 2.0 | -1.7 | -2.4 | 94.0 | -2.9 | -3.1 | 2.1 | -6.6 | 10.0
Nc1ncc(-c2ccc(F)cc2)nc1N1CCN(CCO)CC1 | -2.2 | -1.2 | -2.0 | -3.4 | 96.0 | 1.1 | 2.4 | 5.4 | -4.0 | 3.5
CCOC(=O)c1cccc(NC(=O)CCc2ccccc2)c1 | 7.0 | -4.9 | 0.0 | 2.8 | 96.0 | 8.1 | -3.5 | 1.2 | 8.4 | 18.2
CCOCCCNC(=O)NC(=O)CN1CCN(S(=O)(=O)c2ccc3c(c2)OCCO3)CC1 | 6.9 | 1.3 | -0.4 | -2.9 | 100.0 | -2.4 | 1.7 | 8.5 | -4.7 | 19.4
COC(=O)Cc1ccc(NC(=S)NCCCN2CCOCC2)cc1 | -1.6 | 0.1 | -0.7 | -0.9 | 97.0 | 4.4 | 1.2 | 2.2 | -7.3 | 0.8
CCCNS(=O)(=O)c1ccc(CCC(=O)N2CCN(c3ccc(F)cc3)CC2)cc1 | 1.3 | 6.2 | -1.8 | -0.2 | 99.0 | 10.2 | -0.7 | 0.1 | -2.7 | 9.0
CC(=O)c1ccc(NC(=O)Nc2ccccc2)cc1 | -8.3 | 5.4 | 0.6 | 7.9 | 102.0 | 2.5 | -12.6 | -0.6 | · | -6.0

Printed as active in MC4R ag barr (from the list above):
smiles	m5-HT2A agonist	MC4R ag barr	ABHD5-PLIN5 inh	ABCB6 inh 2	PDI inh	N-glyco inh	Granule exo inh	CaV13 ICDI inh	MC4R antagonist
COc1ccc(NC(=O)c2cc(-c3ccc(C)o3)nc3ccccc23)cc1	-5.6	9.5*	13.8	97.0	1.3	4.6	13.2	-5.0	7.1

Compound activity from PubChem.
